Screening results as filed in PubChem BioAssay.
NTR1 agonist: agonists of NTR1, primary screen, imaging, U2OS cells, beta-arrestin-GFP, high content (AID 493036); NTR1-U2OS beta-arrestin-GFP spot imaging, agonist mode; activation, % at 20 µM; hit rate 0.17% among 330,000; P30989;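 active = activation at or above 40% of the spot to cytoplasm intensity ratio, with at least 20 cells analyzed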;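 note: 0% = DMSO without peptide and 100% = 100 nM NTR1 peptide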
Target sequence (P30989 whole entry, looked up): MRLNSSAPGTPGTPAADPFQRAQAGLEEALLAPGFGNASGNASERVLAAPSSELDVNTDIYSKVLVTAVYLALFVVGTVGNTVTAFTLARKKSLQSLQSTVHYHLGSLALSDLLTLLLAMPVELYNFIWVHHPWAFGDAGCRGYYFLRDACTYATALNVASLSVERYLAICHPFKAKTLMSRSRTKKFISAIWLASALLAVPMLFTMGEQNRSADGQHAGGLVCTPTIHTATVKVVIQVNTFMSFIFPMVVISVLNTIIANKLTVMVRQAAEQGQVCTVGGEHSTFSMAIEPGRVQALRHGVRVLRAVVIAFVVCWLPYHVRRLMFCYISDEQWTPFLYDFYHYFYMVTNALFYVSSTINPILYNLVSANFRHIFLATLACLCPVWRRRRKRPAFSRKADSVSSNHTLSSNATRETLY
T cell HTS: T cell immune modulators affecting CD8 T cell-vesicle binding; 2C CD8+ T cell-vesicle binding, flow cytometry; hits give low values; calls only at 7 µM; hit rate 0.068% among 330,000;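 active = response, share of CD8 T cells binding vesicles, and their 90th percentile fluorescence all below set limits, cut at about 80% in these data, passing the limit was not always enough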
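Test system: purified 2C TCR transgenic mouse naive CD8+ T cells. Probe or stimulus: QL9-peptide-loaded Drosophila micro-vesicles bearing Ld, ICAM-1 and B7-1. Incubation: binding step 1.5 h, 37 °C, antibody labelling 20 min, ice. Measured by: flow cytometry of vesicle-bound cells.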
T cell HTS vesicle-bound %: further read-out of T cell HTS, marked with its call; double positive events, %; measured here: CD8+ vesicle-bound cell fraction;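 binding gate set so that unloaded-vesicle control wells show 10% double positive cells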
NTR1 agonist cell count 20 µM: further read-out of NTR1 agonist, marked with its call; cell count; measured here: cell count, cytotoxicity flag
Numbers without * were called inactive; i = inactive.

| SMILES | NTR1 agonist | NTR1 agonist cell count 20 µM | T cell HTS | T cell HTS vesicle-bound % |
| --- | --- | --- | --- | --- |
| COc1ccc(CN(C)C[C@H]2Oc3c(NC(=O)Nc4ccccc4)cccc3C(=O)N([C@H](C)CO)C[C@@H]2C)cc1 | 5.1 | 58 | i | 17.7 |
| COc1ccc(C(=O)Nc2cccc3c2CCCC3)c(OC)c1 | 0.4 | 64 | i | 11.5 |
| Cc1ccc(C)c(S(=O)(=O)N2CCN(C(=O)[C@@H](NC(=O)c3ccc(F)cc3)C(C)C)CC2)c1 | 0.0 | 55 | i | 34.7 |
| CC(=O)Nc1ccc(C(=O)COC(=O)Cc2ccsc2)c(F)c1 | -1.1 | 60 | i | 49.6 |
| CCOc1nc(-c2ccccc2)ccc1-c1noc(-c2cccnc2)n1 | 1.4 | 53 | i | 39.4 |
| COc1ccc([C@@H]2[C@@H]3C(=O)N(C(C)(C)C)C(=O)[C@@H]3[C@]3(CC(C)C)C(=O)N(c4cccc(F)c4)C(=O)N23)cc1 | -3.9 | 89 | i | 40.0 |
| NC(=O)c1ccc(-c2noc(-c3ccccc3F)n2)cc1 | 1.7 | 65 | i | 26.9 |
| Cc1cccc(-n2ccnc2SCC(=O)c2c(N)n(C3CC3)c(=O)[nH]c2=O)c1C | 6.5 | 67 | i | 46.4 |
| N#CCCN(C(=O)CN1CCN(S(=O)(=O)c2ccc(Cl)s2)CC1)c1ccc(F)cc1 | 0.2 | 35 | i | 48.5 |
| Cc1ccc(S(=O)(=O)N2CCCCC2)cc1NC(=O)COC(=O)c1cccn1C | 0.4 | 67 | i | 7.9 |
| CCN(C[C@H]1N[C@@](CC)(C(=O)OC)[C@H]2C(=O)N(Cc3ccccc3)C(=O)[C@@H]12)C(=O)COc1ccccc1 | -1.3 | 51 | i | 6.6 |
| C=CC[C@@H](Cc1ccc(F)cc1)C(=O)OC[C@H]1CCCN1C(=O)[C@@H](CC=C)CC(=O)N[C@H](CO)Cc1ccccc1 | 5.2 | 43 | i | 9.2 |
| CSc1ncccc1C(=O)Nc1cccc(S(=O)(=O)N2CCOCC2)c1 | -1.4 | 51 | i | 41.2 |
| CC1CCCC(NC(=O)c2cccc(S(=O)(=O)NCc3ccccc3)c2)C1C (stereo not drawn) | 0.9 | 52 | i | 31.5 |
| CC1(C)CC(=O)C2=C(C1)NC(=O)NC2c1ccccc1Cl (stereo not drawn) | -1.1 | 48 | i | 36.9 |
| Cc1noc(C)c1S(=O)(=O)N(C)C[C@H]1Oc2ccc(NC(=O)C3CC3)cc2C(=O)N([C@H](C)CO)C[C@@H]1C | -1.5 | 62 | i | 8.1 |
| Cc1ccc(OCC(=O)OCC(=O)NC2CC2)cc1C | -2.3 | 51 | i | 24.1 |
| Cc1nc(SCc2nc3cc(Cl)c(F)cc3[nH]2)c2oc3ccccc3c2n1 | 0.4 | 60 | i | 15.8 |
| O=C(CCNC(=O)c1ccccc1Cl)Nc1cccc(S(=O)(=O)N2CCOCC2)c1 | -0.4 | 72 | i | 45.2 |
| Cc1ccc(Nc2nnc(SC(C)C(=O)NCC3CCCO3)s2)cc1 (stereo not drawn) | 0.9 | 60 | i | 36.9 |
| O=C(Cn1ccc(NC(=O)OCc2ccccc2)nc1=O)NCCc1ccccn1 | -1.5 | 46 | i | 22.6 |
| CSc1ncccc1C(=O)NCc1nnc2ccccn12 | 0.2 | 53 | i | 40.1 |
| O=C(C[n+]1ccc(C(=O)c2ccccc2)cc1)Nc1ccccc1OC(F)F | -1.0 | 54 | i | 38.6 |
| CCO[C@@H]1c2c(ccc3ccc(=O)oc23)OC(C)(C)[C@H]1O | -0.5 | 52 | i | 25.1 |
| CCC(C(=O)N1CCN(S(=O)(=O)c2ccc(F)cc2)CC1)c1ccccc1 (stereo not drawn) | -2.4 | 56 | i | 28.5 |
| CCN(CC)C(=O)/C=C/c1ccccc1 | 0.5 | 51 | i | 28.6 |
| O=C(NC1CCN(Cc2ccccc2)CC1)c1ccccc1NS(=O)(=O)c1ccc(F)cc1 | 0.3 | 102 | i | 53.6 |
| COc1cc2cnc(-c3ccsc3)cc2cc1OC | 0.8 | 48 | i | 7.0 |
| O=C1c2ccc(-c3ccc(F)cc3OCc3ccccc3)cc2S(=O)(=O)c2cccc(C(=O)N3CCN(c4ncc(Br)cn4)CC3)c21 | -0.4 | 59 | i | 6.5 |
| COC(=O)c1c(-c2cc(OC)cc(OC)c2)sc2ccc(OC)cc12 | 7.2 | 58 | i | 3.4 |
| Cc1ccc(S(=O)(=O)N2CCOCC2)cc1NC(=O)c1cc2ccccc2oc1=O | -0.8 | 41 | i | 49.0 |
| C[C@@H]1COC(=O)[C@@H](Cc2ccc(F)cc2)C/C=C\C[C@H](CC(=O)N(CCO)Cc2ccccc2)C(=O)N1 | 0.8 | 71 | i | 9.9 |
| COc1ccc(NC(=O)CCN=C2NS(=O)(=O)c3ccccc32)cc1S(=O)(=O)N(C)C | -1.5 | 68 | i | 42.3 |
| Cc1cc(OCC(=O)OCC(=O)N2CCc3ccccc32)ccc1Cl | -0.9 | 62 | i | 26.5 |
| N#Cc1cccc(NC(=O)CCN2C(=O)C3CCCCC3C2=O)c1 (stereo not drawn) | 0.9 | 63 | i | 15.4 |
| CC1CCCCC1NC(=O)c1ccc(-n2cncn2)cc1 (stereo not drawn) | -1.1 | 52 | i | 41.2 |

Next structures:
Order of values – NTR1 agonist | NTR1 agonist cell count 20 µM | T cell HTS | T cell HTS vesicle-bound %
> COc1ccc(OC)c(NC(=O)COC(=O)c2ccc(OC)c(S(=O)(=O)N3CCCC3)c2)c1
→ 2.4 | 46 | i | 12.1
> CCCN(C1CCS(=O)(=O)C1)S(=O)(=O)c1cc(OC)ccc1OC (stereo not drawn)
→ -1.9 | 39 | i | 19.0
> O=C(O)c1cccc(NS(=O)(=O)c2ccc(Oc3ccc(S(=O)(=O)Nc4cccc(C(=O)O)c4)cc3)cc2)c1
→ -0.5 | 44 | i | 29.0
> CC1CCC2(CC1)NC(=O)N(CC(=O)N1CCN(c3ccccc3)CC1)C2=O (stereo not drawn)
→ 0.0 | 68 | i | 47.2
> O=C(COc1ccccc1[N+](=O)[O-])NCCCN1CCCC1=O
→ 0.4 | 53 | i | 48.8
> C=CCC[C@H](Cc1ccc(F)cc1)C(=O)OC[C@H](Cc1c[nH]c2ccccc12)NC(=O)[C@@H](CC=C)CC(=O)NCCO
→ 11.7 | 82 | i | 17.7
> O=C(CN1C(=O)NC(c2ccccc2)(c2ccccc2)C1=O)N1CCOCC1
→ -2.1 | 59 | i | 44.5
> C#CCOCCOCCOCCNc1nc(N2CCN(C(=O)[C@H](CCC(=O)O)n3cc(CN)nn3)CC2)nc(N2CCN(C(=O)[C@H](CCCN=C(N)N)n3cc(C(N)[C@@H](C)CC)nn3)CC2)n1 (stereo partly drawn)
→ -0.4 | 64 | i | 9.9
> O=C(c1ccc(-c2ccc([N+](=O)[O-])cc2)o1)N1CCCCCCC1
→ 13.4 | 47 | i | 44.8
> CC1CCCCC1NC(=O)Cn1cnc2c1c(=O)n(C)c(=O)n2C (stereo not drawn)
→ 1.3 | 41 | i | 41.2
> COc1cccc(S(=O)(=O)NC2CCN(C#N)C2)c1 (stereo not drawn)
→ -0.2 | 76 | i | 8.9
> COc1ccc([C@H]2CC(=O)C=C(c3cccc(C(C)C)c3)C2)cc1OC
→ 5.8 | 50 | i | 27.0
> N#Cc1ccc(S(=O)(=O)N2CCN(CC(=O)NCC3(N4CCOCC4)CCCCC3)CC2)cc1
→ -0.8 | 48 | i | 27.7
> O=C(CN1C(=O)NC(c2ccccc2)(c2ccccc2)C1=O)NC1CCS(=O)(=O)C1 (stereo not drawn)
→ 0.9 | 63 | i | 42.5
> Cc1cccc(N2CCN(CC(=O)N(C3CCCC3)C3CCS(=O)(=O)C3)CC2)c1C (stereo not drawn)
→ -1.6 | 64 | i | 7.2
> c1cncc(CNc2ncnc3ccc(-c4ccc5c(c4)OCCO5)cc23)c1
→ -1.8 | 54 | i | 9.9
> C[C@H]1CN([C@@H](C)CO)C(=O)c2cccc(NS(=O)(=O)c3ccc(Cl)cc3)c2O[C@@H]1CN(C)CC1CCCCC1
→ 0.3 | 69 | i | 15.6
> c1ccc(CC[C@@H]2CC[C@@H](CCc3ccccc3)N2)cc1
→ -0.4 | 55 | i | 41.3
> COc1ccc(S(=O)(=O)N2CCOCC2)cc1NC(=O)Cc1ccsc1
→ 0.3 | 69 | i | 53.6
> COc1ccc(C(CNC(=O)CNC(=O)c2cccc(Cl)c2)N2CCCC2)cc1 (stereo not drawn)
→ -1.2 | 65 | i | 22.2
> C=C(C)c1ccccc1
→ -0.4 | 45 | i | 25.8
> COc1ccc([C@H]2CC(=O)C=C(c3cc(Cl)ccc3OC)C2)cc1
→ 3.5 | 55 | i | 17.0
> C[C@H](CO)N1C[C@H](C)[C@@H](CN(C)Cc2ccncc2)Oc2ccc(NC(=O)Cn3cnnn3)cc2C1=O
→ -0.6 | 53 | i | 19.7
> O=C(O)c1sccc1S(=O)(=O)N1CCOCC1
→ 0.0 | 67 | i | 43.3
> COc1cccc(C2=CC(=O)CC(C)(C)C2)c1OC
→ 1.3 | 55 | i | 15.0
> C[C@H](CO)N1C[C@H](C)[C@@H](CN(C)C(=O)Nc2ccc(C(F)(F)F)cc2)Oc2ccc(NC(=O)CCC(F)(F)F)cc2C1=O
→ -0.9 | 52 | i | 15.9
> CC(C)[C@H](NS(=O)(=O)c1ccccc1)C(=O)OCC(=O)NCc1ccc2c(c1)OCO2
→ 0.2 | 43 | i | 25.8
> Cc1cc(C(=O)OCC(=O)NC2CCCC(C)C2C)c(C)o1 (stereo not drawn)
→ -1.8 | 66 | i | 42.2
> COc1ccccc1/C=C/C(=O)OCC(=O)Nc1ccc2c(c1)OCCO2
→ -1.4 | 53 | i | 23.8
> Nc1c(NC=O)c(=O)n(Cc2ccccc2)c(=O)n1Cc1ccccc1
→ -0.8 | 54 | i | 35.5
> CC(C)CC1NC(=O)c2cc(Cl)ccc2-n2c1nc1ccccc1c2=O (stereo not drawn)
→ 0.6 | 54 | i | 8.3
> Cc1ccccc1OCC(=O)OCC(=O)Nc1ncc(Cl)c(C)c1Cl
→ -1.3 | 65 | i | 25.3
> Cc1cccc(OCC(=O)NNC(=O)c2ccc3nc[nH]c3c2)c1
→ -1.1 | 58 | i | 48.5
> O=C(NCc1ccccc1CN1CCCC1)c1ccc(OCc2cscn2)cc1
→ -1.7 | 71 | i | 31.5
> COc1ccc(NC(=O)Nc2ccc3c(c2)C(=O)N([C@H](C)CO)C[C@H](C)[C@@H](CN(C)S(=O)(=O)c2ccccc2)O3)cc1
→ -3.1 | 61 | i | 21.4
> O=C(COC(=O)C1CC(=O)N(Cc2ccccc2)C1)Nc1cccc([N+](=O)[O-])c1 (stereo not drawn)
→ -0.8 | 55 | i | 40.2
> C=CC[C@@H](CC(=O)N[C@H](CO)Cc1ccccc1)C(=O)N[C@@H](COC(=O)[C@@H](CC=C)Cc1ccc(F)cc1)Cc1ccccc1
→ 8.4 | 38 | i | 6.9
> CC(C)(C)[C@H]1COC(=O)[C@@H](Cc2ccc(F)cc2)C/C=C\C[C@@H](CC(=O)N[C@H](CO)Cc2ccccc2)C(=O)N1
→ -2.3 | 43 | i | 9.9
> CCN(CC)S(=O)(=O)c1ccc(/C=C/C(=O)OCC(=O)NC(=O)C2COc3ccccc3O2)cc1 (stereo not drawn)
→ 4.2 | 67 | i | 57.8
> COc1ccccc1C(=O)COC(=O)c1cccs1
→ 2.4 | 72 | i | 51.4
> C[C@H]1COC(=O)CCCC/C=C\C[C@H](CC(=O)N(CCO)Cc2ccccc2)C(=O)N1
→ -3.5 | 64 | i | 47.6
> CCCn1c(N)c(N(CCOC)C(=O)CSc2cc(C)c3cccc(C)c3n2)c(=O)[nH]c1=O
→ 0.7 | 72 | i | 8.1
> O=C(c1cccc(S(=O)(=O)Nc2ccccc2Cl)c1)N1CCN(c2ccccc2O)CC1
→ 0.9 | 73 | i | 38.8
> COc1ccc(Cl)cc1C(=O)OCC(=O)Nc1sccc1C(N)=O
→ 5.3 | 51 | i | 34.8
> CCC1CCc2sc(C(=O)NCC(c3ccccc3OC)N3CCCC3)cc2C1 (stereo not drawn)
→ 5.7 | 52 | i | 38.0

These rows are one share of the data (hit frequency here may not be typical).
